# From PubChem BioAssay
# S100A4 inh HTS = blocks human S100A4 binding to myosin IIA peptide; inhibition, % at 10.7 µM; S100A4/TAMRA-MyoIIA peptide fluorescence polarization; AID 652163; actives 0.14% (n = 360,000);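 active means mean inhibition of at least 70% across replicates, with every replicate also reaching that level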
# Target sequence (P26447 whole entry, looked up): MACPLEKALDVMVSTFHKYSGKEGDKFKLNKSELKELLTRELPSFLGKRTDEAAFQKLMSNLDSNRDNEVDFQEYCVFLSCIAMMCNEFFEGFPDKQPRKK
#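 Test system – S100A4 monomer (human) · Compound – single-point compound testing · Schedule – 5 min incubation before reading · Probe or stimulus – TAMRA-labelled myosin IIA heavy-chain peptide probe, 5 nM · Benchmarks – neutral control DMSO, positive control TFP · Medium – Calcium-containing HEPES buffer, pH 7.2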
# Xi reactivation = reactivates the inactive X chromosome in mouse fibroblasts; XiGFP mouse fibroblasts, % GFP-positive cells imaging, 3 d; cells co-treated with 5-aza-dC sensitizer; scaled so ellipticine positive control = 100%; activation, % at 7.58 µM; actives 0.055% (n = 360,000); AID 743238;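 active means mean normalized replicate activation at least 10% and every replicate at or above 10%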;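 further: 0% = median of on-plate neutral control wells and 100% = ellipticine 6 µM median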
#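 System: SV40-immortalized XiGFP fibroblast cells, line 68-5-11 / Incubation: 3-day compound exposure, then 15 min fixation at room temperature / Compound: single concentration per compound, delivered by pin transfer / Buffer or medium: DMEM plus 5-aza-dC sensitizer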
# RAD54 inh = RAD54 (human) branch migration inhibition; actives 0.14% (n = 360,000); AID 602329; RAD54 Holliday junction branch migration, FAM/BHQ fluorescence; inhibition, % at 10.4 µM;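 active means mean normalized replicate activity at least 40 and at least half of replicates scoring 40 or more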;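 further: 0% = median of neutral control wells and 100% = median of positive control wells; inhibitors cause a drop in the FAM fluorescence signal; in these data hits start at about 50%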
# RAD52 anneal inh = RAD52 (human) annealing inhibition; recombinant RAD52 DNA annealing, FRET fluorescence; actives 0.46% (n = 360,000); inhibition, % at 18.7 µM;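 active means every replicate showing at least 50% inhibition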
# Target sequence (P43351 whole entry, looked up): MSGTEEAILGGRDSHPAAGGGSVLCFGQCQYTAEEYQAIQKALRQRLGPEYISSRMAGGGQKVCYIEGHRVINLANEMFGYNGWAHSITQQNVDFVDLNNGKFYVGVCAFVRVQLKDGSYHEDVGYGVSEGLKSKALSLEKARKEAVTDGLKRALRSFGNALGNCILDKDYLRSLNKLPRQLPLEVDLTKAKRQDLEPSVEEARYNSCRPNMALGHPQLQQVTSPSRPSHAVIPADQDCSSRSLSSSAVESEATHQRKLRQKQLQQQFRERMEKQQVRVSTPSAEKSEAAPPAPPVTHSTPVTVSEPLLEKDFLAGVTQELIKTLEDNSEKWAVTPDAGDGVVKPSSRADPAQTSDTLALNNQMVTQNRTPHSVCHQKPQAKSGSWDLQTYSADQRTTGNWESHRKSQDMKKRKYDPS
# E-selectin induc = E-selectin induction on HUVECs. P16581. HUVEC E-selectin immunofluorescence imaging; normalized: neutral wells 0, TNF-alpha wells 100. activation, % at 7.58 µM. actives 0.37% (n = 260,000). AID 686992;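 active means mean E-selectin-positive cell signal at least 10% of the positive control, reached in at least 60% of replicates, without over 20% cell loss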;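 further: in these data hits start at about 27%; measured in HUVEC primary endothelial cells; signal is the percent of cells scored E-selectin positive by PE staining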
#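 Test system: HUVEC | Signal: Immunofluorescence imaging | Read-out: Percent E-selectin-positive cells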
# ERp5 block = inhibitors of human ERp5; ERp5 insulin aggregation, absorbance 650 nm, 90 min; Q15084; AID 651711; inhibition, % at 9.99 µM; actives 0.05% (n = 350,000);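 active means mean replicate inhibition above about 25%, with every replicate also reaching it, limit read from the data, passing the limit was not always enough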
# Target sequence (Q15084 whole entry, looked up): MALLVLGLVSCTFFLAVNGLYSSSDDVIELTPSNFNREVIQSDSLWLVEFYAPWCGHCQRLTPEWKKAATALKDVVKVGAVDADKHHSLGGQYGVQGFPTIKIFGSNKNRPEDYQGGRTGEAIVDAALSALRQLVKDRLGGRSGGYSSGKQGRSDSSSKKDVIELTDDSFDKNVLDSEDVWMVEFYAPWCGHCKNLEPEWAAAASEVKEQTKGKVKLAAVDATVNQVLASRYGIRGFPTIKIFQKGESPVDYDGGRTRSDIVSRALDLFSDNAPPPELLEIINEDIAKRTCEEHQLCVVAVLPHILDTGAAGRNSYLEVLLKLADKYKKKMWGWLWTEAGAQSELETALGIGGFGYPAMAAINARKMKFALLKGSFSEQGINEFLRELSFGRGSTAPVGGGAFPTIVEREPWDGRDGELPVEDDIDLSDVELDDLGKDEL
# esBAF inh = SWI/SNF esBAF complex inhibition; mouse ES cells, Bmi1-luciferase knock-in reporter, 24 h; 100% = twice the neutral-well signal; reporter increase, % at 12.5 µM; actives 2% (n = 350,000); AID 602393; in the data active means activation above about 40%;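 further: 0% = median of the plate's neutral control wells and 100% = double that signal; a rise in the Bmi1 reporter signal indicates esBAF inhibition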
# ERAP1 HTS inh = ERAP1 (human) enzyme inhibition. Q9NZ08. recombinant ERAP1, Leu-AMC fluorescence, 60 min. inhibition, % at 10.7 µM. actives 0.15% (n = 340,000). AID 652197;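 active means mean replicate inhibition of at least 30%, or all replicates individually reaching that 30% level; inactive means mean below 30% and not every replicate reaching it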;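 further: 0% = neutral control wells and 100% = L-leucinethiol positive control wells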
# * = called active by the depositor; / = no result given; & = joins results of further samples.
SMILES,S100A4 inh HTS,Xi reactivation,RAD54 inh,RAD52 anneal inh,E-selectin induc,ERp5 block,esBAF inh,ERAP1 HTS inh
CCCNC(=O)N[C@H]1CC[C@H](CCn2cc(C3CC3)nn2)O[C@H]1CO,5.1,-0.1,-4.6,-0.4,0.2,-0.8,4.3,3.3
CCCC(=O)Nc1ccc2c(c1)nc(CCN1CCC(C)CC1)n2C,-0.2,0.1,14.1,-8.9,0.0,-9.6,4.4,-0.9
CO[C@@H]1CN(C)C(=O)c2cc(NC(C)=O)ccc2OC[C@@H](C)N(C(=O)CN(C)C)C[C@H]1C,3.8,0.0,4.7,9.6,-0.2,10.4,-3.5,-2.7
Cc1ccc(S(=O)(=O)N2CC3(O)CN(C(=O)OC(C)C)N(C(=O)OC(C)C)CC3(OC(=O)NC3CCCC3)C2)cc1 (centres undefined),22.4,-0.2,0.5,-15.2,-0.1,3.9,7.7,-0.3
O=C(/C=C/c1ccco1)NCC1OCCc2ccccc21 (centres undefined),-0.7,-0.1,2.4,-28.5,/,/,-8.1,1.3
CC(C)CCOc1ccc(C2=NNC(=O)CC2)cc1,4.9,0.6,/,-12.3,0.7,-0.6,/,1.5
N[C@@H](C(=O)N[C@@H]1C(=O)N2C(C(=O)O)=C(Cl)CS[C@H]12)c1ccccc1,-4.8,0.0,5.2,-86.2,-2.5,2.8,-4.5,1.0
Cc1cc(C)c(NS(=O)(=O)c2c(C)noc2C)c(C)c1,-1.2,0.1,-11.7,-2.8,/,-3.0,-4.6,-0.3
COc1ccc2nc3n(c(=O)c2c1)-c1cc2ccccc2cc1C(=O)NC3Cc1ccc(O)cc1 (centres undefined),2.5,0.2,3.4,1.2,0.2,5.9,-3.5,-1.4
CC(=O)NC1C(OCc2cccc(Br)c2)OC(COC(C)=O)C(OC(C)=O)C1OC(C)=O (centres undefined),-0.2,0.0,9.6,-7.8,/,0.1,-7.1,-2.3
COc1ccc(OC)c(NC(=O)CCN2C(=O)c3cccc([N+](=O)[O-])c3C2=O)c1,2.3,-0.1,2.9,9.4,0.5,2.3,-11.5,0.0
COc1ccc(S(=O)(=O)N2CCOC2CNC(=O)C(=O)NCCN2CCOCC2)cc1OC (centres undefined),-0.5,0.0,-12.3,-23.3,-0.5,0.1,1.4,-5.0
Cc1ccccc1CN1C(=O)c2ccccc2C1c1nnnn1Cc1ccccc1 (centres undefined),0.9,0.0,/,-20.1,2.7,-1.3,/,/
C[C@H](NC(=O)[C@H]1[C@H](CO)[C@H]2Cn3c(ccc(C4=CCCC4)c3=O)[C@@H]1N2C(=O)C1CC1)c1ccccc1,4.4,0.1,/,-11.7,-0.1,-4.1,/,-1.4
O=C(CSc1cc(Cl)ccc1Cl)Nc1ccc(N2CCOCC2)cc1,-4.0,-0.4,14.5,-4.6,0.6,8.4,-4.9,1.9
COc1ccc(NC(=O)CN(C)CC(=O)Nc2ccc(C)c(S(=O)(=O)N3CCCCC3)c2)cc1,-2.3,0.3,0.4,-6.9,-0.3,1.5,10.1,-1.5
COC(=O)C1=C(C)N(C)C(=O)NC1c1c(OC)ccc2ccccc12 (centres undefined),-2.8,0.2,-2.5,-1.2,2.7,1.6,0.9,3.6
O=[N+]([O-])c1ccc(C2CC(c3ccccc3)=Nc3ccccc3S2)cc1 (centres undefined),-5.4,0.1,1.0,2.9,-1.6,1.4,6.7,0.0
C[C@@H]1CN([C@H](C)CO)C(=O)c2cccc(NS(=O)(=O)c3cccs3)c2O[C@H]1CN(C)Cc1ccc(C(=O)Nc2ccccc2N)cc1,63.1,0.0,/,-5.7,-15.8,-5.3,/,7.5
CCCC(=O)Nc1ccc2c(c1)OC[C@H](C)N(CC1CCOCC1)C[C@@H](C)[C@@H](OC)CN(C)C2=O,32.4,-0.2,0.4,4.8,0.1,4.0,2.1,-0.2

# Reprinted from the part before: 6 entries, followed by the next part.
SMILES,S100A4 inh HTS,Xi reactivation,RAD54 inh,RAD52 anneal inh,E-selectin induc,ERp5 block,esBAF inh,ERAP1 HTS inh
O=C(CSc1cc(Cl)ccc1Cl)Nc1ccc(N2CCOCC2)cc1,-4.0,-0.4,14.5,-4.6,0.6,8.4,-4.9,1.9
COc1ccc(NC(=O)CN(C)CC(=O)Nc2ccc(C)c(S(=O)(=O)N3CCCCC3)c2)cc1,-2.3,0.3,0.4,-6.9,-0.3,1.5,10.1,-1.5
COC(=O)C1=C(C)N(C)C(=O)NC1c1c(OC)ccc2ccccc12 (centres undefined),-2.8,0.2,-2.5,-1.2,2.7,1.6,0.9,3.6
O=[N+]([O-])c1ccc(C2CC(c3ccccc3)=Nc3ccccc3S2)cc1 (centres undefined),-5.4,0.1,1.0,2.9,-1.6,1.4,6.7,0.0
C[C@@H]1CN([C@H](C)CO)C(=O)c2cccc(NS(=O)(=O)c3cccs3)c2O[C@H]1CN(C)Cc1ccc(C(=O)Nc2ccccc2N)cc1,63.1,0.0,/,-5.7,-15.8,-5.3,/,7.5
CCCC(=O)Nc1ccc2c(c1)OC[C@H](C)N(CC1CCOCC1)C[C@@H](C)[C@@H](OC)CN(C)C2=O,32.4,-0.2,0.4,4.8,0.1,4.0,2.1,-0.2
COc1ccc(C(=O)NCCc2ccc(C(F)(F)F)cc2)cc1S(=O)(=O)N1CCOCC1,-7.3,0.0,13.9,-13.8,/,4.7,1.0,1.5
C[C@H](CO)N1C[C@H](C)[C@H](CN(C)Cc2ccncc2)Oc2ncc(-c3cccc(F)c3)cc2C1=O,11.4&4.4,-1.2,3.8&-4.5,10.8&0.1,-0.2,-3.5&-7.4,1.2&-3.8,2.7&1.6
COc1ccccc1-c1sc2ccccc2c1-c1ccc(Br)nc1,-2.0,0.0,-10.2,-6.5,/,0.8,-8.0,-2.4
C[C@H](CO)N1C[C@H](C)[C@H](CN(C)C(=O)CN(C)C)Oc2ncc(-c3ccccc3F)cc2C1=O,-0.9,-0.6,4.5,0.7,0.3,-1.5,-1.3,-2.0
C/C(=N\NC(=O)C1=NNC(=O)C1C)c1cccs1 (centres undefined),3.0,0.0,/,-8.7,/,-0.8,/,1.9
COc1ccc(OC)c(CCNC(=O)CCC(=O)N2CCOc3ccc(C)cc32)c1,7.0,-0.1,-9.1,-5.6,/,5.8,4.1,-0.9
COc1ccccc1CN1CC(C(=O)NCc2cccc(C)n2)CCC1=O (centres undefined),-0.2,6.1,3.1,-20.5,/,5.7,13.8,-1.1
COCC(=O)Nc1ccc2c(c1)C(=O)N(C)C[C@H](OC)[C@@H](C)CN(Cc1ccncc1)[C@@H](C)CO2,2.1,0.1,12.0,10.5,-0.2,0.6,-4.7,-3.7
Cc1cc(C)n(CCN(C)c2nc3nonc3nc2NC2CC2)n1,1.2,0.1,/,-13.3,/,4.4,/,0.6
Cc1ccc(NC(=O)Nc2ccccc2C(N)=O)cc1,1.9,0.0,2.3,-5.8,0.3,6.5,45.9,0.1
O=C(C[C@@H]1CC[C@H]2[C@@H](COC[C@H](O)CN2C(=O)c2cnccn2)O1)NCc1ccc(F)cc1,14.8,0.0,2.9,-10.1,0.2,-1.4,8.6,-1.8
Cn1c(=O)c2[nH]c(CCCCCCCCc3nc4ccccc4[nH]3)nc2n(C)c1=O,-0.2,0.0,/,-18.9,-1.2,1.1,-33.6,-3.1
CC(C)c1ccccc1NC(=O)CNCCOc1ccccc1F,-12.4,0.2,-1.1,-3.7,0.0,-2.1,-1.9,1.6
CCCC(C)NC(=O)CN1C(=O)c2cccc3cccc1c23 (centres undefined),1.5,0.1,-2.2,-9.2,/,11.7,-4.8,6.6
CC1CCCN(C(=O)COC(=O)Cc2c[nH]c3ccccc23)C1 (centres undefined),-1.5,0.0,2.7,-16.4,/,-0.8,2.4,-1.5
Cc1ccc(S(=O)(=O)N(C)C[C@H]2Oc3c(NC(=O)c4cc(C)nn4C)cccc3C(=O)N([C@H](C)CO)C[C@H]2C)cc1,-4.8,-0.2,-3.3,14.1,-0.2,10.5,3.1,-5.1
O=S(=O)(NC1=NCCC1)c1cccc(NC(=S)Nc2ccc(OC(F)F)cc2)c1,-6.7,0.1,-5.7,-25.8,0.1,0.5,-9.4,1.7
O=C1CSC(=S)N1N=Cc1ccc(Cl)s1,-39.3,-0.2,/,-404.4,/,-9.1,/,-1.9
C[C@H]1CN([C@@H](C)CO)C(=O)Cc2cc(NC(=O)Nc3cccc4ccccc34)ccc2O[C@H]1CN(C)CC1CCCCC1,2.0,0.3,5.1,12.5,-0.2,7.0,-0.3,2.0
Clc1ccc(CSc2nc3ccncc3[nH]2)cc1,0.2,0.0,-8.8,-8.7,2.9,6.3,-27.4,8.4
Cc1ccc(S(=O)(=O)Nc2ccc(C(=O)NC3CC3)cc2)cc1,-1.3,0.0,-1.8,8.3,-1.1,0.9,/,-1.8
NCC[C@H]1CC[C@H](NC(=O)C2CCCCC2)[C@H](CO)O1,0.6,1.2,-6.8,-18.2,-0.1,-1.7,0.0,-2.2
COC(=O)[C@]12CCCCC=C1N(Cc1cccc3ccccc13)C(=O)[C@H](CC(=O)NCc1ccccc1)C2,-1.1,0.4,/,-3.8,-0.2,-4.1,/,-2.7
Cc1ccc(C(=O)N/N=C\c2ccc(-c3ccc(Cl)cc3)o2)cn1,-5.0,0.1,/,-114.2,0.7,3.7,-4.5,1.9
CCOC(=O)C1=CN(Cc2cccc(F)c2)S(=O)(=O)N(CC)C1c1ccc(C(F)(F)F)cc1 (centres undefined),0.1,0.2,1.7,-7.0,0.2,-1.8,-0.2,2.6
COc1cc(OC)nc(NC(=S)NC(=O)c2ccccc2)n1,5.4,0.3,-4.4,-55.9,0.1,1.1,1.0,2.3
O=C(Nc1ccccc1)N[C@@H]1CC[C@@H](CCn2cc(C3(O)CCCC3)nn2)O[C@H]1CO,7.8,-0.4,5.4,-1.5,0.1,1.1,-3.6,0.6
Clc1ccccc1-c1nc2ccccc2[nH]1,-3.1,0.0,8.1,-9.8,0.0,2.4,/,4.5
Cc1ccccc1OCC(=O)NCCCNC(=O)c1cccnc1,1.7,0.0,0.1,-5.0,0.1,1.6,-6.0,0.4
CC1CC2=C(NC(=S)NC2c2cccc(F)c2)/C(=C/c2cccc(F)c2)C1 (centres undefined),-9.0,-0.1,/,-0.5,/,12.5,/,-0.3

# By substructure, the compounds so far with two or more sulfur atoms
SMILES,S100A4 inh HTS,Xi reactivation,RAD54 inh,RAD52 anneal inh,E-selectin induc,ERp5 block,esBAF inh,ERAP1 HTS inh
C[C@@H]1CN([C@H](C)CO)C(=O)c2cccc(NS(=O)(=O)c3cccs3)c2O[C@H]1CN(C)Cc1ccc(C(=O)Nc2ccccc2N)cc1,63.1,0.0,/,-5.7,-15.8,-5.3,/,7.5
O=S(=O)(NC1=NCCC1)c1cccc(NC(=S)Nc2ccc(OC(F)F)cc2)c1,-6.7,0.1,-5.7,-25.8,0.1,0.5,-9.4,1.7
O=C1CSC(=S)N1N=Cc1ccc(Cl)s1,-39.3,-0.2,/,-404.4,/,-9.1,/,-1.9
